FLuc modulator – firefly luciferase modulation, counter-screen for miR-21 project; P08659; 360,000 tested, 6.9% active; Potency, µM (series often up to 57.5 µM), inactives show at the top dose activity change, negative = inhibition, actives largely listed as inhibitors; AID 588342; purified FLuc, Km substrates, luminescence inhibition;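 note: potency is the fitted concentration of half-maximal effect; plate controls were vehicle for no effect and reference inhibitor for full effect; nearly all actives have a fitted effect of over 55% in size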
Target sequence (P08659 whole entry, looked up): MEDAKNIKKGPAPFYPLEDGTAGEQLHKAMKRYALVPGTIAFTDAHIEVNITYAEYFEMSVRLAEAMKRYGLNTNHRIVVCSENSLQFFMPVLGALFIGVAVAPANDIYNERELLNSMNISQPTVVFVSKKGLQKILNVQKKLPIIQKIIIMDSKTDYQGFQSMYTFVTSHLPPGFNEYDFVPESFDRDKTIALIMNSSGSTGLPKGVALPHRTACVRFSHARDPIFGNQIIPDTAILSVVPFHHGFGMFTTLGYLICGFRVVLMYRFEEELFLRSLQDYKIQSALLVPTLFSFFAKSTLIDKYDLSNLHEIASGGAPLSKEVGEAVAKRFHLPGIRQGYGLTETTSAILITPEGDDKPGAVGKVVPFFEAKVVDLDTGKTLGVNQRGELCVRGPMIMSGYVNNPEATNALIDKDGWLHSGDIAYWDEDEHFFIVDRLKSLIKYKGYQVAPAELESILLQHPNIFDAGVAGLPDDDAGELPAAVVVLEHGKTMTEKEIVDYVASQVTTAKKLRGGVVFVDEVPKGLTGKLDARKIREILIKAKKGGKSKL
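Purified P. pyralis luciferase (10nM final) with 10uM D-luciferin and 10uM ATP (Km levels) in 50mM Tris acetate pH 7.5, 10mM Mg acetate, 0.01% Tween-20, 0.05% BSA; qHTS 6-point titration, ~60 µM downward; luminescence read.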
KCNH2 3.1 block – KCNH2 3.1 (human) potassium channel inhibition. U2OS KCNH2 3.1, thallium flux FluxOr; active compounds read low. AID 720553. 340,000 tested, 0.95% active. activity change, % (tested at about 1.8 µM);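 active = maximum activity change below -70%; inconclusive = maximum activity change from -70% to -50%; inactive = maximum activity change above -50%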;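 note: thallium influx rate constant from kinetic fluorescence after stimulation buffer; % is set by controls: 0 for no effect and ±100 for the full control effect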
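We transduce U2OS cells with the mutant 3.1 virus, culture them overnight, load FluxOr with Red40 quencher for 45 min, then add stimulation buffer and read kinetically for 2 min to derive a normalized rate constant.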
Giardia killer – Giardia lamblia killing; activity change, % at 7.66 µM, hits read low; AID 540267; Giardia lamblia trophozoite viability; 340,000 tested, 0.15% active; in the data active = activity change below about -80%; inconclusive = between about -30% and that limit;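 note: parasites exposed to compound for two days anaerobically before the ATP read; % is set by controls: 0 for no effect and ±100 for the full control effect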
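Compounds were tested on trophozoites seeded at 100 cells/well and held 48 hrs at 37 deg C anaerobically. An ATP-based luminescent kit measured the remaining live cells.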
RORg inh – blocks mouse ROR gamma transcriptional activity; Drosophila S2 Gal4-RORgamma UAS-luciferase reporter, 20 h; Potency, µM (top dose mostly 53.6 µM), without a hit: at the top dose activity change, negative = inhibition, usual class: inhibitors; 310,000 tested, 5.4% active; AID 2551; note: potency is the fitted concentration of half-maximal effect; % is set by controls: 0 for no effect and ±100 for the full control effect; nearly all actives have a fitted effect of over 60% in size
Target sequence (P51450 whole entry, looked up, the tested form may be a part): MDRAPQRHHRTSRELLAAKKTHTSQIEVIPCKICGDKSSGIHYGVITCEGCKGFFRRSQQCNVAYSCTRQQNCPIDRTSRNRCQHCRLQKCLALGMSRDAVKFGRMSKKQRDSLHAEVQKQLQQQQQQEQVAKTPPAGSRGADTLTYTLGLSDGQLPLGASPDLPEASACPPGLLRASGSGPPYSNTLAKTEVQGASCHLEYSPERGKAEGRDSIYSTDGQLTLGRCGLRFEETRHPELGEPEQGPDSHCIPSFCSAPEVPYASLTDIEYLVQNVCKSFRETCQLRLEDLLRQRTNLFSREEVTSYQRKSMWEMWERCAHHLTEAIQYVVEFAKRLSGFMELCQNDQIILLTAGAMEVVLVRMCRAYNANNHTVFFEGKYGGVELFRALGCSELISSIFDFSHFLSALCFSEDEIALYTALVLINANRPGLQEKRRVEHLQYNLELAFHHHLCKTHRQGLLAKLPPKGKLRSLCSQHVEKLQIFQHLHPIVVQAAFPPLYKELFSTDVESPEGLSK
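ROR gamma transcriptional activity was tracked as Gal4-UAS luciferase output in stably transfected Drosophila Schneider cells, with compound added 1 hr before 700 uM copper sulfate induction and a 20 hr ambient-temperature incubation.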
NPC1 promoter act – NPC1 promoter activation; Huh7 NPC1 promoter luciferase reporter, 24 h; Potency, µM (series often up to 9.22 µM), for inactives: at the highest dose activation, most hits filed as activators; 320,000 tested, 2.4% active; AID 485313;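 note: potency is the fitted concentration of half-maximal effect; % of control where 0% means no effect; nearly all actives have a fitted effect of over 60% in size; reporter is driven by a mutant NPC1 promoter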
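In 1536-well qHTS, Huh7 cells harboring an NPC1 promoter–luciferase construct received compound for 24 h; activation was quantified by luminescence following luciferase reagent addition.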
uPA generation – inhibitors of cell surface uPA generation; cell surface uPA generation assay, qHTS; Potency, µM (highest dose often 38.3 µM), without a hit: top-dose activity change, negative = inhibition, most hits filed as inhibitors; 330,000 tested, 0.31% active; AID 540303; active = well fitted inhibition curve with a large enough effect; inconclusive = small, poorly fitted or top-dose-only effect; inactive = no such curve, though single readings can be large or run the other way; tested in mouse RAW 264.7 cells; note: potency is the fitted concentration of half-maximal effect; % is set by controls: 0 for no effect and ±100 for the full control effect; nearly all actives have a fitted effect of over 55% in size
Gal4-VP16 FLuc – counter-screen for ROR gamma inhibitors: Gal4-VP16 reporter; Potency, µM (highest dose often 53.6 µM), for the others: at the top dose activity, negative = inhibition, hits mostly inhibitors; AID 2546; Drosophila S2 Gal4-VP16 UAS-luciferase, luminescence, 20 h; 310,000 tested, 3.5% active;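 note: Gal4-VP16 expression switched on by copper sulfate through the metallothionein promoter; potency is the fitted concentration of half-maximal effect; % is set by controls: 0 for no effect and ±100 for the full control effect; nearly all actives have a fitted effect of over 50% in size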
Tb PFK block – blocks T. brucei phosphofructokinase | O15648 | T. brucei PFK, ADP-Glo luminescence | 330,000 tested, 0.17% active | Potency, µM (series often up to 57.5 µM), inactives show at the highest dose activity, negative = inhibition, usual class: inhibitors | AID 485367;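 note: potency is the fitted concentration of half-maximal effect; 0% = uninhibited 1x PFK enzyme wells and -100% = no-enzyme wells; nearly all actives have a fitted effect of over 60% in size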
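In TEA buffer at pH 8.0 with 5 mM MgCl2, enzyme (1.25 nM) converted F6P (0.5 mM) and ATP (0.1 mM) for 45 min at room temperature. ADP product was read by luciferase luminescence.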
FBPA coupling cs – counter-screen for Giardia aldolase inhibitors: coupling enzyme system | coupling enzyme system counterscreen, AmpLite Red fluorescence | activity change, negative = inhibition, % at 58.2 µM, hits read low | 290,000 tested, 0.67% active | AID 2472; in the data active = activity change below about -30%; note: % is set by controls: 0 for no effect and ±100 for the full control effect
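Fluorescence at 525 nm excitation and 598 nm emission measured inhibition of the coupled detection system without aldolase. Compounds (at 57.5 uM final) were preincubated 10 min at room temperature with coupling enzyme reagent before a 20 min substrate/AmpLite Red step.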
ELG1 genotox – inducers of genotoxicity in HEK293T ELG1-luciferase cells; HEK293T ELG1-luciferase reporter, luminescence, 16 h; Potency, µM (doses to about 46 µM), for inactives: at the top dose activity change, positive = activation, hits mostly activators; 330,000 tested, 1.3% active; AID 504466; note: potency is the fitted concentration of half-maximal effect; % of control where 0% means no effect; nearly all actives have a fitted effect of over 60% in size
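HEK293T cells expressing luciferase-tagged ELG1 were treated with compound or DMSO for 16 hr at 37°C. Luciferase activity was then read after 30 min with ONE-Glo at room temperature; rising signal flags genetic stress.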
Rab9 prom act – activates the Rab9 promoter. 320,000 tested, 2.8% active. Huh7 Rab9 promoter-luciferase reporter, luminescence, 24 h. Potency, µM (titrated, usually from 9.22 µM), without a hit: at the highest dose activation, negative = inhibition, hits mostly activators. AID 485297; note: potency is the fitted concentration of half-maximal effect; % of control where 0% means no effect; nearly all actives have a fitted effect of over 60% in size
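Luminescence from Amplite-detected luciferase (10 minutes, ambient) reports Rab9 promoter activation. Before that, stable Rab9-luciferase Huh7 cells (1500/well, reduced-serum OP-MEM I plus 10% FBS) were exposed to compound for 24 hours at 37C.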
The depositor's hits bear a star; ? = inconclusive; . = no result given; & = joins results of further samples; [ ] = remark or other dose. Unless noted, calls come from the whole dose curve; as a rule, active = well fitted curve in the direction sought with a large enough effect; inconclusive = small, poorly fitted or top-dose-only effect, or another doubt; inactive = no such curve, though single readings can be large; an effect the other way counts as inactive or inconclusive. Random draw from the library (roughly 14% active in at least one column).

SMILES	FLuc modulator	KCNH2 3.1 block	Giardia killer	RORg inh	NPC1 promoter act	uPA generation	Gal4-VP16 FLuc	Tb PFK block	FBPA coupling cs	ELG1 genotox	Rab9 prom act
COc1ccc(NC(=S)N2N=CCC2c2ccccc2)cc1 (stereo not given)	4.8µM*	0	-25	?	1.4µM*	.	?	2%	-3	4.1µM*	3.2µM*
COCCN(CC(=O)Nc1ccccc1C(F)(F)F)C(=O)c1ccc(-n2cccn2)cc1	0%	1	-20	.	-1%	2%	.	-2%	.	-1%	0%
Cc1c(C)n(C)c2ccc(C(=O)NCCCN3CCOCC3)cc12	2%	-8	36[activator]	-29%	-3%	-2%	-11%	-1%	-4	3%	1%
Cc1ccc(C)c(NC(=O)C2CC(O)CN2C(=O)Oc2ccccc2)c1 (stereo not given)	-2%	-19	3	-1%	2%	4%	14%	-1%	-3	-1%	-1%
CS(=O)(=O)c1cccc(C(=O)OCC(=O)NCc2cccs2)c1	-2%	9	6	.	-3%	7%	.	0%	.	0%	-1%
O=C1CCCN1CCCNCC(=O)N1c2ccccc2Sc2ccccc21	12%	6	16	2%	-5%	4%	-5%	-5%	-1	-2%	-7%
COc1ccc(NC(=O)Nc2ncccc2C)cc1	11µM*	12	0	32%	?	0%	-10%	3%	0	?	?
CCc1ccc(NC(=O)Cn2cnc3c(=O)n(C)c(=O)n(C)c32)cc1	-3%	6	-5	13%	-3%	4%	6%[10 µM]	-1%	2	-10%	-7%
CCCc1c(C(=O)N/N=C(/C)c2ccncc2)nnn1-c1nonc1N	1%	5	10	-7%	-4%	6%	1%	1%	2	0%	1%
COc1cc(CN2CCN(CCOCCO)CC2)cc(OC)c1OC	0%	-1	-3	10%	-4%	.	5%	1%	1	-3%	7%
CCOC(=O)c1[nH]c2ccc(OC)cc2c1NC(C)=O	-7%	-9	10	-4%	6%	-5%	-25%	-1%	-2	-1%	-11%
COc1cc(OC)c(C(=O)O/N=C(\N)c2ccccc2)cc1OC	-16%	9	0	-8%	0%	?	-11%	3%	0	8%	-2%[1.84 µM]

Quoted from the listing.
FBPA coupling cs, CCCc1c(C(=O)N/N=C(/C)c2ccncc2)nnn1-c1nonc1N : 2
uPA generation, CS(=O)(=O)c1cccc(C(=O)OCC(=O)NCc2cccs2)c1 : 7%

New compounds follow.
SMILES	FLuc modulator	KCNH2 3.1 block	Giardia killer	RORg inh	NPC1 promoter act	uPA generation	Gal4-VP16 FLuc	Tb PFK block	FBPA coupling cs	ELG1 genotox	Rab9 prom act
CN1C(=O)c2cccc(N(C)C)c2C1=O	-1%	4	-10	-18%	-3%	2%	3%	-2%	5	1%	13%
Cc1cc(NC(=O)CSc2nnc(CNc3cccc(C(F)(F)F)c3)n2Cc2ccco2)no1	1%	-9	2	?	5%	-11%	-24%	0%	1	1%	4%
CC(=O)c1ccc(C(=O)N2CCCC(CO)(Cc3ccccc3C)C2)s1 (stereo not given)	1%	10	5	.	1%	2%	.	1%	1	-1%	5%
CCCCNC(=O)[C@@](CC)(ONc1ccccc1C(F)(F)F)c1cccc2ccccc12	2%	-33	-14	.	-4%	?	.	-18%	.	-4%	-2%
CC(C(=O)c1ccc(Br)cc1)[n+]1cccc2ccccc21 (stereo not given)	2%	-7	-3	?	2%	-8%	-16%	4%	3	-13%	-3%
Cc1cccc(Oc2ncnc3onc(C)c23)c1C	-1%	-2	11	9%	0%	-7%	-15%	1%	0	0%	2%
CC1=C(C(=O)c2ccccc2)C(c2ccc(N3CCOCC3)cc2)NC(=O)N1 (stereo not given)	-5%	-7	0	24%	-3%	-14%	-2%	-5%	1	-1%	-2%
O=c1nc2ccccc2c(NS(=O)(=O)c2ccccc2)n1-c1ccccc1	-2%	-21	-1	-3%	0%	2%	-8%	-5%	-1	5%	-2%
O=C(CN1C(=O)/C(=C\C=C\c2ccccc2)SC1=S)Nc1ccc(F)cc1	-6%	-18	-3	-6%	0%	1%	4%	6%	0	4%	1%
Cc1ccc(N2CCN(c3ccc(C)cc3)C(CC(=O)O)C2=O)cc1 (stereo not given)	?	14	-17	?	0%	.	11%	-7%	3	?	-3%
CCCn1c(CC)nc([N+](=O)[O-])c1Sc1ccc(C)cc1	1%	-1	-13	-36%	-4%	-4%	-5%	2%	3	-11%	0%
C=CCn1cc(C(=O)NCc2ccc(Cl)cc2)c(=O)c2cc(S(=O)(=O)N(CC)CC)ccc21	2%	15	90[activator]	?	-2%	0%	-6%	-1%	-3	-1%	-6%
Cc1ccc2nc(SCC(=O)Nc3cccnc3Cl)[nH]c2c1	-12%	0	-2	.	-2%	3%	.	-5%	.	-1%	-6%
CCOc1ccc(NC(=O)CN(C)CC(=O)Nc2ccccc2C#N)cc1OCC	0%	3	-5	-17%	-3%	-10%	-12%	1%	0	-2%	-4%
CC(=O)NCc1ccc(C(=O)CSc2nnc(-c3ccncc3)n2Cc2ccccc2)o1	-2%	12	-12	-15%	3%	2%	-8%	-22%	-1	2%	-2%
COCCNC(=S)N(Cc1cc2cc(C)ccc2n2nnnc12)C1CCCC1	-1%	2	1	-2%	-1%	2%	4%[10 µM]	2%	3	-2%	-5%
COc1ccc(C2C(C#N)=C(N)Oc3cc(O)ccc32)cc1C (stereo not given)	1%	-11	-6	-6%	6%	18%	5%	5%	-1	2%	9%
Cc1ccc(CNC(=O)c2cnccn2)cc1	5%	2	3	25%	2%	-1%	-12%	0%	2	-2%	-2%
CCCC(=O)Nc1c(-c2ccccc2OC)c(=O)c2ccccc2n1C	-2%	15	-3	14%	1%	9%	-6%	8%	0	0%	-1%
N#CCSc1ccccc1NC(=O)CN1C(=O)C(=O)N(Cc2ccccc2)C1=O	.	-6	-8	.	.	2%	.	-4%	.	6%	.
O=C(Cn1nc2sc3ccccc3n2c(=O)c1=O)c1cccs1	0%	-9	2	2%	-2%	0%	4%	1%	2	1%	12%
C/C(=C/CCC(C)[C@H]1CC[C@@]2(C)C3=C(CC[C@]12C)[C@@]1(C)CCC(=O)C(C)(C)[C@@H]1CC3)C(=O)O (stereo not given in full)	4%	7	-11	5%	0%	1%	-8%	-11%	10	1%	1%
COc1ccc(NC(=O)c2ccc(OCC3CCCO3)cc2)cc1OC (stereo not given)	15µM*	-5	8	.	-1%	-26%	.	3%	.	10%	17%
COc1ccc(N2Cc3ccccc3C2=NC(=O)c2cncc(Br)c2)cc1	?	-17	-3	-7%	13%	-24%	6%	0%	-12	17%	?
O=C(CN(CCc1ccccc1)C(=O)CNS(=O)(=O)c1ccc(F)cc1)NCC1CCCO1 (stereo not given)	-1%	9	-1	22%	-3%	-10%	8%	3%	0	-1%	-3%
C=CCN1C(=O)C(CC(=O)Nc2ccc(OCC)cc2)N(Cc2ccccn2)C1=S (stereo not given)	-4%	-2	1	?	0%	-1%	-3%	6%	0	-5%	-5%
CCc1nnc(NC(=O)c2ccc(-c3ccc(Cl)cc3)o2)s1	?	2	-28	13%	-2%	10%	14%	-1%	4	?	-3%
Cc1cnc(NC(=O)CCCNC(=O)c2ccc(Cl)cc2)s1	8.5µM*	21	17	.	26%	-23%	.	-6%	.	?	?
Cc1ccc(S(=O)(=O)CC(=O)Nc2ccc(S(=O)(=O)Nc3onc(C)c3C)cc2)cc1	-1%	-7	-5	0%	-2%	-7%	-1%	18%	8	0%	7%
O=C(Nc1ccccc1N1CCOCC1)C1CCCCN1S(=O)(=O)c1ccccc1 (stereo not given)	7%	-2	20	30%	4%	4%	-2%	-7%	-9	-10%	-2%
COc1ccc(N(CC(=O)Nc2ccc(C)cn2)S(=O)(=O)c2c(C)nn(C)c2C)cc1	0%	-6	?	34%	0%	19%	14%	1%	-7	-1%	14%
Cn1cccc1/C=N/n1c(-c2ccc(Cl)cc2Cl)n[nH]c1=S	1%	-6	11	2.8µM*	-3%	3%	?	0%	7	-2%	0%
CCC(=O)NC(c1cc(Cl)c2cccnc2c1O)C1CC1 (stereo not given)	1%&11%	.	-14	.	-33%&-36%[inhibitor]	13µM*	.	12%&6%	.	9%	-34%&1%[inhibitor]
Cc1ccc(NC(=O)NCc2nc3ccccc3n2C)cc1	-2%	-9	-16	-36%	-7%	2%	7%	-2%	2	-3%	1%
C=CCn1c(=O)c(C(C)=O)cn(N(C)c2ncc(C(F)(F)F)cc2Cl)c1=O	-3%	-114*	-2	-6%	-1%	0%	-19%	-2%	1	0%	11%
Cc1[nH]c2ccc(C(=O)NCCCN3CCCCCC3)cc2c1C	7%	7	-23	-4%	-14%	2%	-6%	2%	.	2%	-4%
Cn1sccc1=O	?	4	-20	.	5%	-18%	.	-15%	.	-4%	1%
